# aGal spleen mod = inhibits or activates alpha-galactosidase in human spleen homogenate | P06280 | human spleen homogenate, 4MU-alpha-Gal fluorescence, 40 min | Potency, µM (doses to about 80 µM), without a hit: at the top dose activity change, negative = inhibition, usual class: inhibitors | actives 0.008% (n = 240,000);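 further: potency means the concentration at half of the fitted maximal effect; 0% = enzyme with vehicle and -100% = no enzyme basal signal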
#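 Fluorogenic readout (Ex 365/Em 440 nm) of 4-methylumbelliferone released from 1 mM 4-MU-alpha-galactoside by spleen homogenate, 40 min at 37C, pH 5.0. Data normalized to no-enzyme and enzyme controls; Hill-equation AC50 from compound titrations.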
# IMPase Li inh = IMPase inhibition in cells with lithium potentiation; actives 0.35% (n = 210,000); CHO-M1 cells, IP1 TR-FRET (IP-One), carbachol + lithium; Potency, µM (titrated, usually from 59.4 µM), without a hit: at the highest dose activity, negative = IMPase inhibition, hits mostly inhibitors;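 further: IP1 builds up when IMPase is blocked and the TR-FRET signal falls; potency means the concentration at half of the fitted maximal effect; plate controls were basal vehicle for no effect and high inhibitor control for full effect; nearly all actives have a fitted effect of over 50% in size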
#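 CHO cells stably expressing M1 receptor (2000/well, cultured 16–30 h) treated 30 min at 37C with compound plus low lithium. Cytosolic IP1 by TR-FRET (665/620 ratio and 620 channel) after 10 min lysis; AC50 by Hill fit.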
# Lamin A splicing = modulators of lamin A splicing | Potency, µM (titrated, usually from 46.1 µM), for the others: at the highest dose ratio change, negative = inhibition, most hits filed as inhibitors | actives 0.01% (n = 200,000) | HeLa LMNA splicing GFP/RFP minigene ratio, 48 h; active means well fitted inhibition curve with a large enough effect in the signal ratio, with a control signal flat, not every such curve was filed as active; inconclusive means small, poorly fitted or top-dose-only effect, or effect the other way, or a change in a side signal; the % refers to the signal ratio; further: potency means the concentration at half of the fitted maximal effect; on the % scale 0 is the no-effect control and ±100 the full control effect
#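 S3 HeLa cells stably expressing lamin A-EGFP splicing minigene plus DsRed2, 600 cells/well, 48 h compound exposure at 37C. Laser-scanning cytometry; analysed as GFP (500-530 nm)/RFP (575-640 nm) total intensity ratio; 0.5% DMSO vehicle.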
# KinaseGlo FLuc = blocks Kinase-Glo luciferase, a counter-screen artifact. Potency, µM (highest dose often 38.3 µM), for the others: at the top dose activity change, negative = inhibition, actives largely listed as inhibitors. AID 1379. actives 0.28% (n = 200,000). Q27757. Kinase-Glo luciferase, ATP luminescence, 8 min; further: potency means the concentration at half of the fitted maximal effect; on the % scale 0 is the no-effect control and ±100 the full control effect; nearly all actives have a fitted effect of over 60% in size
#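 Recombinant Kinase-Glo luciferase, 10 uM ATP (linear range), luciferin; imidazole pH 7.2 / KCl / MgCl2 / Tween / BSA buffer; 8 min RT; luminescence.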
# Epigenetic derep = derepresses silenced GFP reporter in murine cells; murine LDR cells, GFP reporter derepression, 30 h; Potency, µM (doses to about 53.9 µM), without a hit: at the top dose GFP activation, hits mostly activators; actives 0.2% (n = 280,000); further: potency means the concentration at half of the fitted maximal effect; % of control where 0% means no effect; nearly all actives have a fitted effect of over 60% in size
#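 Readout is the number of GFP-expressing murine LDR cells, counted by cytometry following washing. Cells were treated with compound for 30 h at 37 C; the stably integrated CMV-GFP locus is normally silent.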
# NPSR antag = antagonists of human neuropeptide S receptor cAMP signaling; actives 1% (n = 220,000); CHO-NPSR cells, cAMP TR-FRET, antagonist mode; Potency, µM (highest dose often 38.3 µM), without a hit: at the top dose activity change, negative = inhibition, usual class: inhibitors; Q6W5P4; further: potency means the concentration at half of the fitted maximal effect; on the % scale 0 is the no-effect control and ±100 the full control effect; nearly all actives have a fitted effect of over 50% in size; many of its hits are not listed in these tables
# Target sequence (Q6W5P4 whole entry, looked up): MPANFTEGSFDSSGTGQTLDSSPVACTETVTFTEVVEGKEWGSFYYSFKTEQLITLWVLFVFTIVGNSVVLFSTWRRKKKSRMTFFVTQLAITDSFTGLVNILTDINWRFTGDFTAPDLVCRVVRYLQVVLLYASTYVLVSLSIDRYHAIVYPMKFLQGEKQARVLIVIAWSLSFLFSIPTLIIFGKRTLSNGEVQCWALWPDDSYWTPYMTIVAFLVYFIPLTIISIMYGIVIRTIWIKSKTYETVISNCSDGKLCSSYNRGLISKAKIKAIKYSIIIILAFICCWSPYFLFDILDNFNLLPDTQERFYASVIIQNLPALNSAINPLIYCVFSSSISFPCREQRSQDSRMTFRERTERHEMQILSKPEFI
# CBFb-RUNX1 inh = blocks binding between human CBF-beta and RUNX1; AlphaScreen CBFb-His/RUNX1-biotin binding, biochemical; Potency, µM (titrated, usually from 59.8 µM), inactives show at the highest dose activity, negative = inhibition, actives largely listed as inhibitors; 230,000 tested, under 10 active; further: % of control where 0% means no effect
# Target sequence (Q01196 whole entry, looked up): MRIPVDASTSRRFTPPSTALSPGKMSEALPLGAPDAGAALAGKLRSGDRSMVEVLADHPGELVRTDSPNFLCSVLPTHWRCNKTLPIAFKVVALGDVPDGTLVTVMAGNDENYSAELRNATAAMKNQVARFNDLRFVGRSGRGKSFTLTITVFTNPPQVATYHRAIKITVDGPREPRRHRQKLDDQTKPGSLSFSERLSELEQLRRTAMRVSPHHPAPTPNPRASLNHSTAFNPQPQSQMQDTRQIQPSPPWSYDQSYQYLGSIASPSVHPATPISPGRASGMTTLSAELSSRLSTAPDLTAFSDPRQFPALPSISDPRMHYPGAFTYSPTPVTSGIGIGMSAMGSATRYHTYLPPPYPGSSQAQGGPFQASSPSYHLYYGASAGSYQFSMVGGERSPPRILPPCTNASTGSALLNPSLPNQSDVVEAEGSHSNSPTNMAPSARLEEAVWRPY
# Target sequence (Q13951 whole entry, looked up): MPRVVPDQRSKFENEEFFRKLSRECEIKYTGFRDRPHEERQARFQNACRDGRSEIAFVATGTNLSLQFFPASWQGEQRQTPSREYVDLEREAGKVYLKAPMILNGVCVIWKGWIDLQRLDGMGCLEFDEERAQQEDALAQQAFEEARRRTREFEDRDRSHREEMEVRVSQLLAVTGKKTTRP
#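 Compounds were screened at multiple concentrations against a preformed CBF-beta(His)/RUNX1(biotin) complex (30 nM of each) for 15 min at room temperature, followed by 90 min with nickel and streptavidin beads and AlphaScreen reading.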
# * marks the source's active call; other numbers are inactive results; ? = inconclusive; / = not tested or not shown; & = joins results of further samples; [ ] = dose if it differs, or a comment. Unless noted, the call rests on the fitted dose curve; in most records, active means well fitted curve in the direction sought with a large enough effect; inconclusive means small, poorly fitted or top-dose-only effect, or another doubt; inactive means no such curve, though single readings can be large; an effect the other way counts as inactive or inconclusive.
Compound | Epigenetic derep | aGal spleen mod | NPSR antag | KinaseGlo FLuc | IMPase Li inh | CBFb-RUNX1 inh | Lamin A splicing
COc1ccc(S(=O)(=O)c2nnn(-c3cccc(OC)c3)c2N)cc1 | 1.1% | -11% | -3% | -2% | 8% | 1% | 2%[9.22 µM]
COc1cc(/C=N/n2cnnc2)ccc1OC(=O)c1ccco1 | 6.0% | -6% | 13% | 1% | -2% | 3% | /
CCC(CC)C(=O)Nc1cc(NC(=O)C(CC)CC)cc(C(=O)O)c1 | 0.9% | 11% | -2%[46.1 µM] | 3% | 0%[38.3 µM] | 3% | 14%
NNc1nc(Nc2ccccc2)nc(Nc2ccccc2)n1 | -0.4% | 3% | -10% | -2% | 16% | -9% | /
Cc1ccc(Oc2nc(-c3ccccn3)nc3ccccc23)cc1 | -0.3% | -1% | 39%[7.67 µM] | / | / | -23% | /
Cc1c([N+](=O)[O-])c(C(=O)Nc2ccc3c(c2)OCCO3)nn1C | -1.0% | -16% | -15%[46.1 µM] | 13µM* | 24%[38.3 µM] | 1% | 0%
O=C(Cn1c(=O)oc2ccccc21)NC(=O)NCc1ccco1 | -0.3% | -12% | 0%[46.1 µM] | 4% | 9%[38.3 µM] | -3% | 18%
CCN1C(=O)CS/C1=N\c1nccs1 | -1.0% | 0% | 15%[46.1 µM] | -1% | 4%[38.3 µM] | -2% | 5%
Cc1cccc(Cn2c(Sc3nc(C)cs3)nc3c2c(=O)[nH]c(=O)n3C)c1 | -0.7% | 11% | -11%[46.1 µM] | -1% | -1%[38.3 µM] | -2% | -1%
COc1ccc(N2C(=O)/C(=C/c3ccc([N+](=O)[O-])cc3)N=C2C)c(OC)c1 | -0.7% | -7% | 1% | 8% | 4% | -3% | 17%[46 µM]
NC(=O)C1CCN(C(=O)CNC(=O)c2ccccc2)CC1 | -2.0% | -4% | 3% | -4% | 9% | 0% | /
CS(=O)(=O)n1nc(-c2cccnc2)nc1NCc1ccccc1 | -5.1% | -12% | 3% | -1% | -2% | -1% | -17%[9.22 µM]
Cc1cccc(CCNC(=O)C2CCC(CNc3c(N4CCCC4)c(=O)c3=O)CC2)c1 (configuration not stated) | 0.3% | 2% | -11%[46.1 µM] | -6% | 2%[38.3 µM] | 1% | -7%
CC(=O)Oc1ccc(C(=O)Nc2cccc(C(=O)c3ccc(C)c(C)c3)c2)cc1 | 1.9% | 1% | ? | 1% | -4%[38.3 µM] | -5% | -6%
O=C(O)CCS(=O)(=O)c1nc(-c2cccs2)cc(C(F)(F)F)n1 | -0.7% | 12% | -6%[46.1 µM] | -1% | -3%[38.3 µM] | 3% | -14%
Cc1cc(SCC(=O)c2ccccc2)nc(SCC(=O)c2ccccc2)n1 | -1.1% | 2% | -16%[46.1 µM] | -3% | 3%[38.3 µM] | 13% | 11%
CCN1CCCC1CNC(=O)c1cc(NC(C)=O)c(N(C)C)cc1OC (configuration not stated) | -1.1% | 4% | -14%[46.1 µM] | -4% | 0%[38.3 µM] | -1% | -8%
Cc1c(C(=O)NCCc2ccc(S(N)(=O)=O)cc2)cccc1[N+](=O)[O-] | 0.3% | 5% | 5% | 2% | 7% | 1% | 3%[46 µM]
Fc1ccc(CNC(=S)Nc2ccc(Cl)cc2)cc1 | -0.9% | -4% | -14%[46.1 µM] | 3% | 1%[38.3 µM] | 2% | 9%[0.0737 µM]
COc1cc(C2C(C#N)=C(N)N(c3sc4c(c3C#N)CCCC4)C3=C2C(=O)CC(C)(C)C3)cc(OC)c1OC (configuration not stated) | ? | 1% | -9%[46.1 µM] | 2% | -13%[38.3 µM] | -14% | 19%
O=C(O)c1cc(C(=O)O)c(-c2ccccc2)c(C(=O)O)c1 | -1.1% | 7% | 0%[46.1 µM] | -3% | -1%[38.3 µM] | 2% | 3%
C/C(=N/OC(=O)c1ccc(F)cc1)c1ccc(C)cc1 | -0.9% | 11% | -14%[46.1 µM] | -6% | -7%[38.3 µM] | 4% | 5%[0.0737 µM]
N#C/C(=C\c1cc([N+](=O)[O-])c(N2CCOCC2)cc1N1CCOCC1)c1nc2ccccc2[nH]1 | 2.2% | -9% | -11%[46.1 µM] | 3% | 57%[activator][38.3 µM] | ? | -17%
Cc1cc(C)c2c(-n3cccc3)c(C(=O)NNS(=O)(=O)c3ccc(F)cc3)sc2n1 | -0.9% | -1% | -2%[46.1 µM] | -7% | 4%[38.3 µM] | 8% | 1%
CCN(CC)CCNc1ccc(CO)c2sc3ccccc3c(=O)c12 | 12% | -1% | -33% | -4% | 13%&8%&10% | -6% | ?
COC(=O)[C@H](C)NC(=O)Nc1cccc(Br)c1 | 0.0% | -2% | -19% | / | / | 3% | /
Cc1nonc1OCCNCc1c(C(=O)N(C)C)nc2ccc(Cl)cn12 | ? | -1% | 17% | -3% | 3% | -25% | ?
O=C(NCC1CC1)[C@@H]1C[C@H]1[C@@H](NP(=O)(c1ccccc1)c1ccccc1)c1ccccc1 | -0.1%&5.0% | 2%&4% | 8% | -2%&-2% | 15%&5% | -17%[2.36 µM] | 3%
CC1=Cc2ccccc2C(C#N)N1C(=O)c1ccccc1 (configuration not stated) | -3.9% | -2% | -20% | 1% | 13% | -1% | ?
CC1(C)Cc2c(c(-c3ccco3)nc3sc4c(NCCO)ncnc4c23)CO1 | -2.1% | -9% | 13% | -2% | 10% | 4% | /
Cc1n[nH]c(C)c1CS(=O)(=O)c1ccccc1 | 1.5% | -4% | 3% | 1% | -13% | 2% | /
CC1CCC2CC1C2(C)C (configuration not stated) | / | 12% | / | / | -16% | 17%[21.7 µM] | /
C=CCOC(=O)N[C@H](C[N+](=O)[O-])c1ccccc1 | 0.0% | 3% | / | 3% | 15% | 6% | /
CCCCC(=O)Nc1nnc(SCC(=O)N2CCN(c3ccccc3OC)CC2)s1 | 0.4% | -2% | -19%[46.1 µM] | 0% | -9%[38.3 µM] | -6% | 3%
O=C(CCc1nnc(Cc2ccc(-c3ccccc3)cc2)o1)NCCc1ccccn1 | 1.0% | 4% | -7% | 3% | 20% | 4% | /
O=C(c1ccccc1)c1ccc2ccccc2n1 | 0.0% | -1% | 9%[46.1 µM] | -4% | 29%[38.3 µM] | 10% | 17%

# Continued, overlapping the part above by three compounds.
Compound | Epigenetic derep | aGal spleen mod | NPSR antag | KinaseGlo FLuc | IMPase Li inh | CBFb-RUNX1 inh | Lamin A splicing
CCCCC(=O)Nc1nnc(SCC(=O)N2CCN(c3ccccc3OC)CC2)s1 | 0.4% | -2% | -19%[46.1 µM] | 0% | -9%[38.3 µM] | -6% | 3%
O=C(CCc1nnc(Cc2ccc(-c3ccccc3)cc2)o1)NCCc1ccccn1 | 1.0% | 4% | -7% | 3% | 20% | 4% | /
O=C(c1ccccc1)c1ccc2ccccc2n1 | 0.0% | -1% | 9%[46.1 µM] | -4% | 29%[38.3 µM] | 10% | 17%
C/C(Cc1ccccc1)=N\NC(=O)CNC(=O)c1ccc(Cl)cc1 | -6.5% | 8% | -14% | / | / | -4% | /
CC1CCN(C(=O)CCc2ccc(S(=O)(=O)NC(C)C)cc2)CC1 | -1.1% | 1% | 1%[46.1 µM] | -1% | 29%[38.3 µM] | 4% | ?
COc1ccc(C(C)=O)cc1CSc1nc(C)cc(C)n1 | 3.9% | 1% | -10% | 0% | 12% | -1% | /
CCN(CC)C(=O)c1cc2cc([N+](=O)[O-])ccc2s1 | -1.4% | -4% | -9%[46.1 µM] | -2% | 5%[38.3 µM] | 2% | 3%
COc1ccc(C(=O)OCC2CC(c3ccccc3)N(C)O2)cc1 (configuration not stated) | -1.1% | -2% | -15%[46.1 µM] | -3% | 10%[38.3 µM] | 2% | -2%
N#CCC(N)=C(C#N)C#N | -1.7% | -4% | -25% | 0% | ? | 16% | ?
CC(=O)c1ccc(NC(=O)Nc2ccc(NS(=O)(=O)c3ccc(C)cc3)cc2)cc1 | -0.3% | -8% | -30%[46.1 µM] | / | / | 3% | ?
CN(C)CCCNS(=O)(=O)c1cc(Cl)ccc1Cl | 8.1% | 0% | 0%[46.1 µM] | -1% | 28%[38.3 µM] | 4% | 3%
CSc1ccccc1NC(=O)Nc1cccc(Cl)c1C | 0.0% | 2% | -13% | -2% | -2% | -4% | /
Cc1ccn2cc(CNS(=O)(=O)c3ccc4c(c3)OCCO4)nc2c1 | 1.3% | 4% | -7%[46.1 µM] | 4% | 14%[38.3 µM] | 12% | -11%
CCC(=O)Nc1ccc(C(=O)NNC(=O)c2ccccc2)cc1 | 5.9% | -16% | 2% | -2% | 0% | 5% | 12%[46 µM]
Cc1nc2ccccc2n1S(=O)(=O)c1ccc(Br)cc1 | -0.9% | -2% | -22% | 2% | 14% | -4% | ?
Cc1ncc([N+](=O)[O-])n1Cc1ccc(Br)cc1 | -1.4% | -2% | 3% | 0% | 1% | -2% | /
CCC(C)NC(=O)Cc1cn(C)c2ccccc12 (configuration not stated) | 1.9% | -1% | 11%[46.1 µM] | 4% | 21%[38.3 µM] | 2% | 2%
C=CCSC(=C(C#N)C#N)c1cc2c([nH]1)CCCC2 | 11% | 2% | 13µM* | -5% | 41%[activator][38.3 µM] | -15% | ?
S=C1NCCc2ccc(Cl)cc2C1c1ccccc1 (configuration not stated) | 1.2% | -4% | -14%[46.1 µM] | -3% | 5% | -11% | -13%
CCS(=O)(=O)N1CCN(C(=O)COc2ccc(-c3ccccc3)cc2)CC1 | -0.7% | 6% | -3%[46.1 µM] | -2% | 23%[38.3 µM] | -7% | 2%
Cc1cc(NC(=O)Cn2nnc3sc4c(c3c2=O)CCCC4)no1 | 7.2% | -4% | -1%[46.1 µM] | 5% | -16%[38.3 µM] | 4% | 3%
COc1cc(CCC(=O)Nc2ccc(C)c(S(=O)(=O)N(C)C)c2)cc(OC)c1OC | 0.9% | 5% | 7% | 4% | 11% | -3% | ?
COC(=O)N1CCC2(CCN(Cc3ccccc3OC)CC2)CC1 | / | 12% | / | 1% | 18% | / | /
CCCN1C2=C(C(=O)CCC2)C(c2ccc(O)c(Br)c2)C2=C1CCCC2=O | -1.0% | -1% | -27% | 1% | 8% | 1% | -11%
c1ccc(C2OC3c4cccc5cccc(c45)C3N2c2ccccc2)cc1 (configuration not stated) | -1.0% | -1% | 2%[46.1 µM] | -1% | 19% | 2% | ?
O=C(NCc1ccc(F)cc1)C(=O)NCC1OCCN1C(=O)c1cccs1 (configuration not stated) | -1.1% | -14% | 10% | 0% | 0% | 2% | -12%
Cc1ccc(CNC(=O)/C=C/C(=O)O)cc1 | 6.7% | 6% | 10% | 0% | -2% | 2% | ?
Cc1cccc(C)c1NC(=O)Nc1cccs1 | 0.8% | -9% | -11%[46.1 µM] | -4% | 8%[38.3 µM] | -3% | ?

# From PubChem

# Not all compounds are listed; rates above refer to the full screens.
